# Rpn11 inh: Rpn11 (PSMD14) deubiquitinase inhibitors, primary screen, biochemical, fluorescence polarization, uHTS; 26S proteasome non-ATPase regulatory subunit 14 (Homo sapiens), O00487; human 26S proteasome, Ub4-pepOG fluorescence polarization; 20S core pre-blocked with epoxomicin; calls only at 20 µM; 360,000 tested, 0.59% active; AID 588493, 2011;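 active = inhibition at 20 µM, scaled to each plate's controls, above about 33%, limit read from the data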
# NadD inh: inhibitors of S. aureus NadD, primary screen, biochemical, colorimetric, uHTS | Nicotinate-nucleotide adenylyltransferase NadD (Staphylococcus aureus N315) | inhibition, % at 20 µM | purified NadD enzyme, colorimetric absorbance read-out | 360,000 tested, 0.78% active | AID 602399, 2012; in the data active = inhibition above about 26%; also: some compounds past the cut are filed as inactive
# SKN-1 inh: suppressors of acrylamide-induced Pgst-4::GFP reporter in worms, primary screen, SKN-1 inhibitor project, whole organism, uHTS, GFP/RFP fluorescence ratio, strain VP596; C. elegans VP596 Pgst-4::GFP/RFP ratio, 24 h; inhibition, % at 21.8 µM; 360,000 tested, 0.49% active; AID 624304, 2012;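 active = interference check ratio from 0.5 to 1.5 plus GFP to RFP signal ratio inhibition reaching or exceeding a fixed threshold, cut at about 30% in these data, passing the limit was not always enough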; also: some compounds called inactive have numbers as strong as hits
# FAS-TE inh: FAS thioesterase domain inhibitors, primary screen, biochemical, fluorescence intensity, uHTS | inhibition, % at 15 µM | Fatty acid synthase (Homo sapiens), P49327 | recombinant FAS-TE, OMFH fluorogenic substrate, fluorescence endpoint | 360,000 tested, 0.67% active | AID 602261, 2012;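 active = compounds whose normalised, plate-corrected inhibition of enzyme fluorescence in the single-dose primary screen is 50% or more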;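 also: 0% = DMSO with enzyme and 100% = substrate without enzyme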
# MT1-MMP act inh: blockers of MT1-MMP proenzyme processing, primary screen, HT1080 RFP-PRO-GFP cells, GFP/RFP fluorescence | Matrix metalloproteinase-14 (Homo sapiens), P50281 | GFP/RFP ratio fluorescence, overnight; percent of plate control window, DMSO zero | GFP/RFP ratio change, % at 20 µM | 360,000 tested, 0.061% active | AID 651647, 2012;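 active = GFP/RFP ratio change of at least 30% with cell ATP level not reduced by more than half and red fluorescence within 50% of control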; also: strong numbers were not always called active
#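 Assay system: HT1080 RFP-PRO-GFP cells | Dosing: 20 µM single dose, 1% DMSO | Incubation: Cells overnight before dosing, compound overnight, 37 °C, 5% CO2 | Evaluation: GFP/RFP fluorescence ratio | Control set: DMSO-only wells and HT1080 RFP-L50D-GFP cell wells as references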
# Neddylation inh: inhibitors of cullin neddylation, primary screen, biochemical, TR-FRET, uHTS, NAE and Ubc12. AID 651699, 2012. NEDD8-conjugating enzyme Ubc12 (Homo sapiens) + NEDD8-activating enzyme E1 regulatory …. calls only at 25 µM. 360,000 tested, 0.58% active; in the data active = inhibition above about 36%
# PABP1 MLLE inh: inhibitors of PABP1 MLLE–PAM2 peptide binding, primary screen, biochemical, fluorescence polarization, FITC-PAM2, GST-MLLE. Polyadenylate-binding protein 1 (Homo sapiens), P11940. inhibition, % at 20 µM. 360,000 tested, 0.36% active. AID 588489, 2011; in the data active = inhibition above about 35%, passing the limit was not always enough;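 also: plate controls were DMSO wells with GST-MLLE for no effect and wells lacking GST-MLLE protein for full effect; some results filed as inactive read as strong as hits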
# CSN deneddyl inh: inhibitors of CSN-mediated cullin deneddylation, primary screen, biochemical, fluorescence polarization, uHTS. COP9 signalosome complex subunit 5 (Homo sapiens), Q92905. Purified CSN, SCF-Nedd8-OG deneddylation. inhibition, % at 12.5 µM. 360,000 tested, 0.38% active;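 active = pattern-corrected inhibition above about 35%, with an unprinted fluorescence ratio check between 0.5 and 1.5, limit read from the data, passing the limit was not always enough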;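 also: 0% = enzyme with substrate and 100% = substrate without enzyme; some results filed as inactive read as strong as hits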
#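 Test system: purified human Csn5 enzyme expressed in HEK293T cells. Amount: 0.24 nM enzyme. Reagent: SCFSkp2-Nedd8OG substrate at 10 nM final. Schedule: 90 min incubation of compound, enzyme and substrate at room temperature. Detection: fluorescence polarization. Read-out: % inhibition of substrate cleavage by Csn5.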
# Rin1 Abl inh: inhibitors of Rin1-Abl protein binding, primary screen, biochemical, TR-FRET; AID 588664, 2011; Tyrosine-protein kinase ABL1 (Homo sapiens) + Ras and Rab interactor 1 (Homo sapiens), …; 360,000 tested, 0.4% active; inhibition, % at 7.35 µM; in the data active = inhibition above about 5%, passing the limit was not always enough
# Target sequence (P00519 whole entry, looked up): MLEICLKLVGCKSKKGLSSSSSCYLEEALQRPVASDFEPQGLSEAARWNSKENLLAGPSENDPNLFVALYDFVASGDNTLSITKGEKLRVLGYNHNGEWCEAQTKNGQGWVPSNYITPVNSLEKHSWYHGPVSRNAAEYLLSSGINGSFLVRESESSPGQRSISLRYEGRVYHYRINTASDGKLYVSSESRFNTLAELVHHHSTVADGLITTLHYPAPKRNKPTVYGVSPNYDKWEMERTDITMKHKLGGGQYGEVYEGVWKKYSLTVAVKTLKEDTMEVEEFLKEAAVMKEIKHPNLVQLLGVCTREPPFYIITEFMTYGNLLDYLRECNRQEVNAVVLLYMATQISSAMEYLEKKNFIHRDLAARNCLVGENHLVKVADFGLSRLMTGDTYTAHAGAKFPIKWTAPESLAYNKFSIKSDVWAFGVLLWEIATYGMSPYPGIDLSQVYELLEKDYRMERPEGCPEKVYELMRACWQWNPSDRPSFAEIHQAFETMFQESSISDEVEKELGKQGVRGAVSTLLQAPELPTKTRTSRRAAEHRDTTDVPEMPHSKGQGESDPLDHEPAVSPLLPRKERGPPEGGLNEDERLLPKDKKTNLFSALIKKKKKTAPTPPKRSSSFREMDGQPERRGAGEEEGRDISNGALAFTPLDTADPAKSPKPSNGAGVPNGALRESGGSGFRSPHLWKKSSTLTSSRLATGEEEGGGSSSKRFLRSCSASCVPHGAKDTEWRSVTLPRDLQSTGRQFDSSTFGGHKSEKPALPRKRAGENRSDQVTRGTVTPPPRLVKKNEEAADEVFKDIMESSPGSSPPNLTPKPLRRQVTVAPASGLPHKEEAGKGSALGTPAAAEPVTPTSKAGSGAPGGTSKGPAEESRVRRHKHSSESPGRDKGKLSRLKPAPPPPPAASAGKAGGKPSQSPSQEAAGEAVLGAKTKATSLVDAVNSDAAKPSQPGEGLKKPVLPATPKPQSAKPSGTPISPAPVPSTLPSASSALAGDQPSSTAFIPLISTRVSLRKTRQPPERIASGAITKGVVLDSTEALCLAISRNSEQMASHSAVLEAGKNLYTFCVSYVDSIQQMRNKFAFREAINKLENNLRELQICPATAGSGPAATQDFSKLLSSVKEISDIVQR
# Target sequence (Q13671 whole entry, looked up): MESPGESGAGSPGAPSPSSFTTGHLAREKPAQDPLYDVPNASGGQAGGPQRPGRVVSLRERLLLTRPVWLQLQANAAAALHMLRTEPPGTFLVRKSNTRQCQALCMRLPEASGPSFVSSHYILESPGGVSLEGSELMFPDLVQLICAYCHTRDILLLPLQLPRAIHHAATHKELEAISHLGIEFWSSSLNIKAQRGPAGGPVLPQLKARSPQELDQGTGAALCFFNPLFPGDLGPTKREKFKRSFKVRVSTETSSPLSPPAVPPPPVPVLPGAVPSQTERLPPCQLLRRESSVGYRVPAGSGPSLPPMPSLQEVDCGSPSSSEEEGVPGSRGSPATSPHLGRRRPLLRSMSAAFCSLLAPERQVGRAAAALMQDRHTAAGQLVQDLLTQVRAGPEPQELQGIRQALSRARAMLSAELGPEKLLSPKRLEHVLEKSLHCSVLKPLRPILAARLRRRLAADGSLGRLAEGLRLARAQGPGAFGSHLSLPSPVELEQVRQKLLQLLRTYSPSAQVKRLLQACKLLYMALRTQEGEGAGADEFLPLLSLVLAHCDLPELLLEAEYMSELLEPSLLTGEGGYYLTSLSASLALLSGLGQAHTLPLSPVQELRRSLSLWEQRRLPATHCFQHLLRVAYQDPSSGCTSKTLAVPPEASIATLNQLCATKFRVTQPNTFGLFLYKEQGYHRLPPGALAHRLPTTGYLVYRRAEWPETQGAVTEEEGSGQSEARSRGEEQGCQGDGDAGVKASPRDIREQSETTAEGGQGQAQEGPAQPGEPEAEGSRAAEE
# An asterisk follows results filed as active; i = inactive; nt = not tested or not shown.
SMILES,Rpn11 inh,NadD inh,SKN-1 inh,FAS-TE inh,MT1-MMP act inh,Neddylation inh,PABP1 MLLE inh,CSN deneddyl inh,Rin1 Abl inh
Brc1ccccc1OCCCCCN1CCOCC1,i,-1.7,-6.3,-1.2,-0.7,i,-3.4,-3.4,2.7
O=C(CN1C(=O)c2ccccc2S1(=O)=O)c1ccc(F)c(F)c1,i,3.3,1.6,-2.0,1.2,i,4.4,5.0,1.0
CC(=O)c1ccc(N2Cc3ccccc3/C2=N\C(=O)Nc2ccccc2)cc1,i,5.0,8.2,2.3,0.7,i,9.3,-0.8,1.4
COc1cc(CN2C(=S)NC(C)(C)CC2(C)O)cc(OC)c1 (configuration not stated),i,-4.8,-6.7,-11.3,-2.4,i,-35.5,-4.0,0.6
COc1ccccc1CNC(=O)Cc1c[nH]c2ccccc12,i,-2.1,-7.3,0.4,-0.7,i,-1.0,0.9,0.7
CCOC(=O)C1(Cc2cccc(OC)c2)CCN(C/C=C/c2ccccc2)CC1,i,-2.3,-5.5,4.5,-4.8,i,1.4,1.3,0.3
O=C(O)C(=O)/C(=C\c1cccc(Cl)c1)c1ccc2ccccc2n1,i,0.2,2.4,4.5,-8.1,nt,-6.8,-0.1,-4.1
CCCc1cc(=O)[nH]c(SCC(=O)c2cc(C)n(CCC)c2C)n1,i,3.2,4.7,-2.3,3.6,i,13.9,1.1,-0.5
C[C@H](CO)N1C[C@H](C)[C@@H](CN(C)C)OCc2cnnn2CCCC1=O,i,0.0,-15.9,-8.5,3.8,i,-4.8,-1.3,2.2
CC(C)(C)OC(=O)N1CCC[C@H]1C(=O)N/N=C/c1cccc2cccnc12,i,-0.7,-15.9,-2.9,-2.1,i,-10.8,-2.8,-2.8
CC1(C)Cc2cccc(OCC(=O)Nc3ccc(S(N)(=O)=O)cc3)c2O1,i,-3.4,26.2,-0.5,4.5,i,-6.2,0.0,-2.3
CCn1c(Cc2ccccc2)nnc1SCC(=O)Nc1nnc(-c2ccccc2)s1,i,6.5,-3.3,-5.1,0.8,i,0.1,4.6,1.0
CS(=O)(=O)c1ccc(Cl)c(NC(=O)c2cc(S(=O)(=O)N3CCOCC3)ccc2N2CCCC2)c1,i,-0.5,5.9,7.6,0.6,i,-7.2,3.0,1.5
CCN(CC)C(=O)C1CCCN(Cc2cccc(Oc3ccccc3)c2)C1 (configuration not stated),i,-0.2,-9.8,-1.3,-0.4,i,5.8,-0.9,1.1
CCOC(=O)c1c(C)[nH]c(C(=O)Nc2ccc(NC(C)=O)cc2)c1C,i,3.0,-2.8,-4.1,0.7,i,-93.1,12.1,5.1
CC(=O)Nc1nc(-c2ccc3c(c2)CCN3S(C)(=O)=O)cs1,i,0.1,-1.4,-2.4,1.5,i,21.1,6.8,-1.4
C=CCN1C(=O)C2C(C(=O)NC3CCCCC3)C3C=CC2(O3)C1C(=O)NC1CCCC1 (configuration not stated),i,4.2,12.6,-4.6,-6.0,i,0.0,-3.0,2.3
N#C/C(=C(/O)c1cccs1)c1nc2ccccc2[nH]1,i,3.0,-7.0,-0.5,-0.6,nt,-11.7,4.1,-2.5
Cn1c(N)c(C(=O)COC(=O)/C=C/c2ccc(S(=O)(=O)N3CCOCC3)cc2)c(=O)n(C)c1=O,i,-1.2,-6.3,-4.7,-3.6,i,-3.8,4.5,-0.1
Cc1ccc(C2C(C(=O)O)c3ccccc3C(=O)N2C)c(C)c1 (configuration not stated),i,3.8,-8.1,-10.2,-3.7,i,-2.3,-0.2,0.1
COc1ccc(NC(=O)CSc2nc(=O)n(CCN(C)C)c3c2CCCC3)cc1OC,i,3.3,1.9,-4.1,-1.9,i,-5.9,-3.1,3.3
Cc1cc(C)c(S(C)(=O)=O)c(Sc2ccc(Cl)cc2)n1,i,-0.5,4.7,6.7,4.3,i,-1.6,-0.1,-0.9
Cc1oc(C)c(C(=O)NCCCC(=O)O)c1C(=O)NCCCC(=O)O,i,-2.7,4.2,-6.7,3.6,i,15.7,0.8,-0.2
O=C(CSc1ncnc2nc[nH]c12)Nc1nnc(SCc2ccc(Cl)c(Cl)c2)s1,i,28.0,4.7,14.3,-1.5,i,4.4,-2.6,0.6
COc1ccccc1NC(=O)CCC(=O)OCc1ccc(Br)cc1,i,-2.2,0.7,9.3,-8.9,i,1.8,-3.0,2.1

# Overlap with the part before: 2 compounds, then new ones.
SMILES,Rpn11 inh,NadD inh,SKN-1 inh,FAS-TE inh,MT1-MMP act inh,Neddylation inh,PABP1 MLLE inh,CSN deneddyl inh,Rin1 Abl inh
O=C(CSc1ncnc2nc[nH]c12)Nc1nnc(SCc2ccc(Cl)c(Cl)c2)s1,i,28.0,4.7,14.3,-1.5,i,4.4,-2.6,0.6
COc1ccccc1NC(=O)CCC(=O)OCc1ccc(Br)cc1,i,-2.2,0.7,9.3,-8.9,i,1.8,-3.0,2.1
CCNS(=O)(=O)c1ccc(NC(=O)c2ccccc2)cc1,i,-2.9,-5.1,-3.6,0.8,i,-2.5,-2.6,0.2
CC1CN(C(=O)COC(=O)Cc2c(Cl)cccc2Cl)CC(C)O1 (configuration not stated),i,1.9,16.2,-8.4,2.0,i,-11.6,0.1,3.1
C=C(C)CN(CC)C(=O)CC1C(=O)NCCN1C (configuration not stated),i,7.7,-14.1,-3.1,-2.7,i,8.2,-3.3,1.8
COCCSc1nnc(NC(=O)COC)s1,i,-4.8,-5.1,-8.1,2.8,i,6.0,-1.2,-1.8
CC(=O)Nc1ccc(NC(=O)c2ccccc2CCc2ccccc2)cc1,i,-7.7,-4.7,-0.5,1.1,i,8.8,4.4,-2.1
CCOc1cc(C(=O)O)ccc1OCCOc1ccccc1,i,0.0,17.6,-1.0,-2.8,i,-3.9,1.9,0.8
Cc1ccc2[nH]c3c(c2c1)CNCC3,i,-7.4,-10.0,-3.1,5.0,i,4.6,3.0,-2.8
O=C(O)Cn1cc(F)c(=O)[nH]c1=O,i,-1.6,-4.6,-5.4,2.9,i,2.3,9.2,5.3
C[C@@H](C(=O)Nc1ccc(SC(F)F)cc1)N1C(=O)C2CCCCC2C1=O (some centres not stated),i,-3.4,-2.8,4.1,-2.4,i,30.8,1.9,-0.7
COc1ccc(C2/C=C\CN(CC(C)C)CC(=O)N2Cc2cccc(F)c2)cc1 (configuration not stated),i,-3.2,13.7,13.5,-10.1,i,-16.0,0.9,-2.3
COc1ccc(CCN2CC(C(=O)N(C)Cc3ccccc3OC)CCC2=O)cc1 (configuration not stated),i,1.2,13.2,-2.7,-0.9,i,-15.2,-0.9,0.4
FC(F)(F)c1ccc(Cl)c(NC(=S)N/N=C/c2ccccc2C(F)(F)F)c1,i,10.2,-3.6,0.0,-1.5,i,8.1,-0.9,-0.5
Nc1c(C(=O)NC23CC4CC(CC(C4)C2)C3)sc2nc3c(c(C(F)(F)F)c12)CCC3,i,10.1,-3.0,-9.6,-0.6,i,55.8,0.6,4.9
CC(CN(C)Cc1nc(Cc2cccc(C(F)(F)F)c2)no1)CN1CCCC1 (configuration not stated),i,-4.0,3.3,-1.1,2.2,i,-4.0,7.6,0.3
CN1CCN(c2nc(Nc3ccc(F)cc3)nc(Nc3ccc(F)cc3)n2)CC1,i,-10.6,10.9,9.3,1.5,i,4.2,-2.8,-4.8
CC(C)(C)c1nc2ccccc2[nH]1,i,0.5,-1.7,-2.8,-5.2,i,-0.8,-1.2,1.2
NC(=O)c1nn(CC(=O)Nc2ccc3c(c2)OCO3)cc1[N+](=O)[O-],i,-4.4,-1.8,-0.3,-2.3,i,-4.1,6.5,3.1
CCc1nn(C(CC)C(=O)NCc2cccc(OC)c2OC)c(=O)c2cc3occc3n12 (configuration not stated),i,2.9,20.4,-2.8,-2.6,i,-1.5,-2.1,0.1
O=C(COC(=O)c1cc[n+]([O-])cc1)Nc1cc([N+](=O)[O-])ccc1Cl,i,-1.9,-5.8,2.6,-2.1,i,3.6,4.5,0.5
O=C1NC(=Nc2ccccc2)SC1(CO)CO,i,-4.9,-4.6,-2.7,1.1,i,-0.2,2.3,-0.6
COc1ccc(S(=O)(=O)N2CCCCC2)cc1NC(=O)CCNC(=O)c1ccco1,i,-1.0,8.3,-6.4,-1.5,i,-1.1,4.1,-2.3
CCN1CCN(C(=O)N(CC(=O)Nc2ccc(C(N)=O)cc2)S(=O)(=O)c2ccc(C)cc2)CC1,i,-4.2,-10.4,-3.9,2.2,i,-11.9,-3.3,2.0
Cc1ccc(C[n+]2cccc(-c3ccccc3)c2)c(C)c1,i,3.7,-2.4,-8.4,-16.1,i,9.6,-6.9,1.0
CCOc1ccc(C(=O)OCC(=O)Nc2cc(C)on2)cc1OCC,i,-7.9,-6.3,-8.0,0.7,i,-11.9,-0.9,-0.7
O=C(c1ccc(CN2CCc3ccccc3C2)cc1)N1CCCCC1,i,3.2,0.0,-5.0,3.3,i,-1.2,-0.8,3.4
CCOC(=O)CS(=O)(=O)c1ccc2ccccc2c1,i,-1.9,-6.1,-2.8,-1.4,i,6.2,1.8,0.6
COc1ccc2cnn(-c3ccccc3)c(=O)c2c1OC,i,8.3,-14.1,-11.0,-0.2,i,-10.1,1.1,-1.3

# Pulled by structure from the list above:
SMILES,Rpn11 inh,NadD inh,SKN-1 inh,FAS-TE inh,MT1-MMP act inh,Neddylation inh,PABP1 MLLE inh,CSN deneddyl inh,Rin1 Abl inh
COc1ccc2cnn(-c3ccccc3)c(=O)c2c1OC,i,8.3,-14.1,-11.0,-0.2,i,-10.1,1.1,-1.3
O=C1NC(=Nc2ccccc2)SC1(CO)CO,i,-4.9,-4.6,-2.7,1.1,i,-0.2,2.3,-0.6
CCN1CCN(C(=O)N(CC(=O)Nc2ccc(C(N)=O)cc2)S(=O)(=O)c2ccc(C)cc2)CC1,i,-4.2,-10.4,-3.9,2.2,i,-11.9,-3.3,2.0
CCc1nn(C(CC)C(=O)NCc2cccc(OC)c2OC)c(=O)c2cc3occc3n12 (configuration not stated),i,2.9,20.4,-2.8,-2.6,i,-1.5,-2.1,0.1
Cc1ccc(C[n+]2cccc(-c3ccccc3)c2)c(C)c1,i,3.7,-2.4,-8.4,-16.1,i,9.6,-6.9,1.0

# Bioassay records as filed in PubChem.
